PPARg SRC-3 ag = PPARgamma-driven SRC-3 recruitment agonism; P37231; biochemical PPARgamma/SRC-3 coactivator recruitment assay; activation, % at 8 µM; hit rate 0.26% among 200,000; in the data active = activation above about 23%;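 note: 0% = DMSO and 100% = reference agonist; some compounds past the cut are filed as inactive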
Target sequence (P37231 whole entry, looked up): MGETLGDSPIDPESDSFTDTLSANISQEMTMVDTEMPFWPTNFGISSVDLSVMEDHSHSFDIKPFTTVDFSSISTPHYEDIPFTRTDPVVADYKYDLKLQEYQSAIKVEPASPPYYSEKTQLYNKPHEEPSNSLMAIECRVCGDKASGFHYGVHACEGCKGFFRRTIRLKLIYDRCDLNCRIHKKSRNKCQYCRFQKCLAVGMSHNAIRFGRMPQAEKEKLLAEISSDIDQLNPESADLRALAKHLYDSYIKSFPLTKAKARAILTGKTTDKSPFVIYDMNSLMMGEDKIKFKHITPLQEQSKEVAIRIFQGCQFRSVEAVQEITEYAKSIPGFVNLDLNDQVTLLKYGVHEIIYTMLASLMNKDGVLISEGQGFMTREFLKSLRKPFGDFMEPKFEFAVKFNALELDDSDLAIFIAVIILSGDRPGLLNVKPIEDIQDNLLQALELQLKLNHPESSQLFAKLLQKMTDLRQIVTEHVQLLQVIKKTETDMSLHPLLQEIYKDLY
PPARg SRC-2 ag = agonists of SRC-2 recruitment by human PPARgamma; P37231; activation, % at 8 µM; PPARgamma LBD-SRC-2 recruitment, biochemical; hit rate 0.34% among 200,000; in the data active = activation above about 22%;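 note: 0% = vehicle and 100% = reference agonist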
DTT redox prof = compounds producing H2O2 with reducing agent – biochemical, NIH compound library profiling, artefact control for MLSCN library redox annotation, primary screen. activation, % at 10 µM. DTT-dependent redox cycling H2O2, phenol red/HRP absorbance; 100% = 100 µM peroxide control, 0% = buffer. hit rate 0.03% among 200,000. AID 878;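 active = activation of at least 50% relative to the plate's high and low controls in the primary single-dose screen; inactive = activation below 50%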;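 note: compound incubated with DTT at 0.8 mM final as the reducing agent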
TLR4 MyD88 comp = inhibitors of human TLR4-MyD88 binding; HeLa CL3-4 TLR4/MyD88 BLA complementation, FRET ratio; hit rate 0.18% among 200,000; inhibition, % at 8.4 µM; O00206+Q99836; in the data active = inhibition above about 25%;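 note: 0% = vehicle and 100% = reference inhibitor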
PPARg SRC-1 ag = promotes SRC-1 coactivator recruitment by human PPARgamma; activation, % at 8 µM; PPARgamma-SRC-1 coactivator recruitment biochemical assay; P37231; hit rate 0.41% among 200,000; in the data active = activation above about 19%;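 note: 0% = DMSO and 100% = reference agonist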
TR-FRET SRC-2 ct = flags TR-FRET format artefacts in PPARgamma SRC-2 recruitment agonist screen; TR-FRET artefact counter-screen; active compounds read high; TR-FRET ratio at 8 µM; hit rate 0.4% among 200,000; in the data active = TR-FRET ratio above about 2000; note: inactives centre near 1500; reference of the scale not given here
ROMK primary = modulates human ROMK potassium channel activity | Tet-inducible ROMK, thallium flux fluorescence; actives lie on both sides | B-score at 10 µM | P48048 | hit rate 2% among 130,000;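 active = signal ratio slope over the read window, or its plate-corrected B-score, at least 3 SD from the plate mean, either direction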;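 note: B-score of the F/F0 ratio slope over 7 to 12 s after thallium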
bIAP act = intestinal alkaline phosphatase (bovine) activation | AID 1016 | purified bovine IAP, CDP-star luminescence, 30 min; active compounds read high; fold of DMSO-control signal, blank-subtracted | activation factor at 20 µM | hit rate 0.17% among 200,000;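 active = activation factor of 2 or more at 20 µM, a signal rise over negative controls twice the positive control's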
S1P3 antag = antagonists of human S1P3 receptor | AID 485 | Q99500 | hit rate 0.27% among 170,000 | CHO S1P3 NFAT-BLA reporter, FRET fluorescence, antagonist mode | inhibition, % at 4.98 µM;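 active = inhibition above the plate cutoff, the mean inhibition of test wells on that plate plus 3 SD, cut at about 28% in these data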;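 note: cells challenged with S1P at its EC80 of 0.8 µM; blue over green emission ratio from cleaved BLA substrate after 4 h stimulation; 0% = S1P-stimulated wells and 100% = unstimulated DMSO-only wells; some compounds past the cut are filed as inactive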
Target sequence (Q99500 whole entry, looked up): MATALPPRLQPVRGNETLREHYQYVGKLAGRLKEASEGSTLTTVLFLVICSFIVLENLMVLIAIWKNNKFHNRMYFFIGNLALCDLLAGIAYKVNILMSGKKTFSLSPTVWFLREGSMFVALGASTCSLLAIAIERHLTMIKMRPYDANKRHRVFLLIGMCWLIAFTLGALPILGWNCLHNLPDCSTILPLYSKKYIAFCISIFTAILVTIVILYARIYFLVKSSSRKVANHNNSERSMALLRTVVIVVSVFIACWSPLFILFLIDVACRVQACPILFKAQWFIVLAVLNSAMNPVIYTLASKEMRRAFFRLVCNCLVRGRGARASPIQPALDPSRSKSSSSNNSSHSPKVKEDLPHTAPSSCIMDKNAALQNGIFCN
Lmaj promast = Leishmania major promastigote growth inhibition. inhibition, % at 10 µM. Leishmania major promastigotes, resazurin fluorescence viability. AID 1063. hit rate 9% among 200,000; in the data active = inhibition above about 50%;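 note: promastigotes grown with compound for 44 hours at 28 °C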
bIAP inhibitor = intestinal alkaline phosphatase (bovine) inhibition; 190,000 tested, under 10 active; inhibition, % at 20 µM; AID 1019; purified bovine IAP, CDP-star luminescence, 30 min;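 active = over 50% inhibition of intestinal alkaline phosphatase at 20 µM in the single-dose screen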
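Assay system – bovine IAP enzyme · Quantity – bovine IAP at 1/65,000,000 final dilution · Detection – CDP-star luminescence signal · Times – 30 min reaction at room temperature · Also added – CDP-star substrate at 30 µM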
Numbers without * were called inactive; . = no result given.

SMILES	PPARg SRC-3 ag	PPARg SRC-2 ag	DTT redox prof	TLR4 MyD88 comp	PPARg SRC-1 ag	TR-FRET SRC-2 ct	ROMK primary	bIAP act	S1P3 antag	Lmaj promast	bIAP inhibitor
COc1cccc(C(C2=C(O)CC(C)(C)CC2=O)C2C(=O)CC(C)(C)CC2=O)c1 (stereo not given)	2	-10	-0.5	3	-11	1383	0.27	1.1	-4	16	-11
CS(=O)(=O)N(CC(=O)Nc1ccc(S(=O)(=O)N2CCOCC2)cc1)c1ccccc1Cl	4	1	0.2	16	2	1769	.	0.9	-12	-3	6
Cc1noc(C)c1CSc1nc2ccccc2n1CCc1ccccc1	6	-7	2.4	15	9	1531	.	1	24	8	4
COc1ccc(NC(=S)N2CCN(c3ccccn3)CC2)cc1	2	-3	-0.1	7	3	1525	-0.025	1	-5	0	0
N#C/C(=C\c1ccc(-c2ccccc2[N+](=O)[O-])o1)C(=O)Nc1nc(-c2cccs2)cs1	4	1	1.2	2	4	1631	.	0.9	-23	1	8
O=C(CSc1nc2ccccc2c(=O)[nH]1)NCc1ccc(Cl)cc1	-8	1	0.2	-1	-5	1438	-0.23	0.8	.	0	18
Cc1c(Cl)cccc1NC(=O)CCN1CCCCC1	-5	-3	-2.3	11	2	1559	-0.53	0.9	-7	10	7
O=c1c2ccccc2cnn1Cc1n[nH]c(=S)n1-c1ccccc1	0	10	-0.2	-8	9	1720	0.078	1.1	2	-8	-5
C=CCn1c(SCC(=O)Nc2ccccc2-c2ccccc2)nc2cc(C(=O)O)ccc2c1=O	-1	-3	-1.6	-11	2	1558	0.43	1	-1	2	5
COc1ccc(/C=N/Nc2nc(-c3ccc(Cl)cc3)cc(C(F)(F)F)n2)cc1OC	-4	-1	0.8	1	4	1604	.	1	10	2	0
Cc1ccccc1NC(=O)CSc1nnc(Cc2cccn2C)n1-c1ccc(F)cc1	7	2	-0.3	-10	-2	1532	.	0.9	-11	-3	5
COc1ccccc1NCC(=O)N/N=C/C=C/c1ccccc1	0	6	0.4	5	4	1533	-0.0024	1	4	-2	1
N#C/C(=C(/O)C(Cl)c1ccccc1)c1nc2ccccc2s1 (stereo not given)	-10	-4	0.4	-6	-3	1230	0.13	1.1	.	-1	-10
Cc1nnc(SCC(=O)Nc2ccc(N(C)C)cc2)n(N)c1=O	1	3	-0.2	2	7	1668	-0.13	0.9	-13	-6	10
Cc1nc(NC(=O)CC(C)C)sc1-c1csc(Nc2ccc(Cl)cc2Cl)n1	4	-7	-4.1	3	-3	1395	.	0.9	.	8	7
CCC(C)NC(=O)Cn1c(=O)n(CCCC(=O)NCc2ccccc2Cl)c(=O)c2ccccc21 (stereo not given)	5	22*	-1.8	-1	-2	1629	.	0.9	.	0	6
O=[N+]([O-])c1ccc(Cl)cc1NCCCN1CCOCC1	5	7	-0.9	-10	3	1704	1.5	1	-14	59*	0
CCN1CCN(c2ccc(NC(=O)c3cccnc3)cc2Cl)CC1	-1	1	-1.2	7	4	1517	.	1	-4	3	-4
CC(=O)c1cc(-c2ccccc2)n(CC(=O)NCc2cccs2)c1C	0	6	1.0	4	4	1580	.	1	-48	1	0
COC(=O)c1cc(Cl)c(NS(=O)(=O)c2ccccc2)cc1OC	2	2	-0.5	-2	3	1757	1.7	1	20	-5	4
CC(C)(C)CC(=O)Nc1ccc(Nc2ccccc2)cc1	-6	2	-3.3	0	4	1493	.	0.9	.	-4	14
CCOC(=O)N1CCC(Nc2c(OCC)c(=O)c2=O)CC1	4	2	-0.3	3	0	1762	.	1.1	-9	-3	-11
O=C(COC(=O)CCCNC(=O)c1ccc(Cl)cc1)NCc1ccccc1Cl	3	6	1.8	14	1	1696	0.57	1	.	0	-2
COc1ccc(-c2nsc(C(=O)N(c3ccc(F)cc3)C(C(=O)NC3CCCC3)c3ccc(OC)cc3)c2N)cc1 (stereo not given)	0	3	-1.7	4	-1	1647	.	1	.	90*	1
CC(C)(C)c1ccc(COC(=O)CNC(=O)CNC(=O)Cc2ccccc2)cc1	6	1	-7.8	7	5	1479	.	1	.	-5	4

Structural class, the entries above containing a cyano group
SMILES	PPARg SRC-3 ag	PPARg SRC-2 ag	DTT redox prof	TLR4 MyD88 comp	PPARg SRC-1 ag	TR-FRET SRC-2 ct	ROMK primary	bIAP act	S1P3 antag	Lmaj promast	bIAP inhibitor
N#C/C(=C\c1ccc(-c2ccccc2[N+](=O)[O-])o1)C(=O)Nc1nc(-c2cccs2)cs1	4	1	1.2	2	4	1631	.	0.9	-23	1	8
N#C/C(=C(/O)C(Cl)c1ccccc1)c1nc2ccccc2s1 (stereo not given)	-10	-4	0.4	-6	-3	1230	0.13	1.1	.	-1	-10

More records
SMILES	PPARg SRC-3 ag	PPARg SRC-2 ag	DTT redox prof	TLR4 MyD88 comp	PPARg SRC-1 ag	TR-FRET SRC-2 ct	ROMK primary	bIAP act	S1P3 antag	Lmaj promast	bIAP inhibitor
Cc1cc(N2CCN(C/C=C/c3ccccc3)CC2)n2ncnc2n1	0	5	-0.1	-10	8	1687	-0.93	1	-1	-9	-2
COc1ccccc1NC(=O)CSc1nnnn1-c1ccc(C(=O)O)cc1	-1	-4	-0.6	-10	0	1571	1.5	1.1	0	-5	-7
O=C(C[n+]1ccccc1)Nc1nc2ccccc2s1	2	3	-0.2	1	1	1409	0.36	0.7	3	-6	33
CC(C)c1nnc(NC(=O)c2cccnc2)s1	4	4	0.1	11	2	1571	0.44	0.9	.	-6	6
CCc1cccc(CC)c1C(O)c1cccnc1 (stereo not given)	3	2	-0.4	-10	11	1655	0.5	1	-20	12	3
CC(C)(C)c1ccc(N/N=C(\C#N)S(=O)(=O)C(C)(C)C)cc1	6	11	-0.1	-2	15	1844	-1.6	1	-3	-6	3
O=C(c1ccc(=O)oc1)N1CCCc2ccccc21	6	-2	2.6	-10	7	1312	.	0.9	0	-4	10
CC1CCN(C(=O)COC(=O)c2cc3ccccc3cc2O)CC1	8	9	0.7	6	2	1595	.	1	-1	6	0
CC(=O)Nc1ccc(C(=O)CSc2nnc(C)o2)cc1	0	2	-2.5	17	4	1482	.	1	-21	-3	-2
COc1ccc(-n2cnnc2SCC(=O)Nc2cc(S(=O)(=O)N3CCCCC3)ccc2C)cc1	0	4	-0.2	1	-6	1450	.	1.1	-5	67*	-12
Cc1ccccc1/C=N/N1CCN(c2ccccc2)CC1	2	4	-0.2	22	8	1713	-0.034	1.2	0	-8	-19
COC(=O)c1ccc(COc2cc(O)c3c(c2)OC(C)(C)CC3=O)cc1	3	15	2.0	15	-1	1522	-0.8	0.9	-4	3	6
Cc1cc(NS(=O)(=O)c2ccccc2)c([N+](=O)[O-])cc1C	0	-5	0.3	12	0	1499	1	0.9	-8	48	10
CCOC(=O)N1CCN(C(=O)c2ccccc2NC(=O)c2ccc(OC)cc2)CC1	-1	-6	0.1	-2	0	1401	1.8	1	-3	2	-4
COC(=O)c1cc(NC2c3ccccc3C(=O)N2c2ccc(Cl)cn2)cc(C(=O)OC)c1 (stereo not given)	0	0	-0.2	-5	-2	1536	.	1	-10	28	4
C=CCn1c(C)c(C(C)=O)c(N2CCCC2)nc1=S	3	6	0.8	-8	8	1618	.	1	-45	-2	-2
Cc1ccc(C(=O)NCCN(C)C)c(C)c1	-2	4	1.4	-6	2	1572	.	1	-12	-4	4
COC(=O)c1[nH]c(C)c(/C(O)=C2\C(=O)C(=O)N(CCN(C)C)C2c2ccc(C)o2)c1C (stereo not given)	14	5	1.4	3	2	1647	0.42	0.9	-18	-4	7
CN1CC(=O)N/C1=N\C(=O)Nc1ccc2c(c1)N(C)C(=O)CS2	-4	12	-0.3	7	3	1570	0.16	1.5	.	-1	-49
Cc1cccc(NC(=O)COC(=O)c2cc3ccccc3oc2=O)c1	4	6	-1.9	1	-1	1546	0.12	1	6	-8	0
CN(C(=O)c1ccccc1C(=O)c1ccccc1)C1CCS(=O)(=O)C1 (stereo not given)	-14	-15	0.1	1	1	1431	0.083	1	-3	-4	4
CCC(C)(C)NC(=O)c1ccc(Sc2nncn2C)c([N+](=O)[O-])c1	0	5	-0.3	-1	5	1711	.	1	-5	50*	0
CC1=CC(=C(C#N)c2nc3ccccc3s2)C=C(C)N1Cc1ccco1	-3	-4	-1.2	16	3	1646	-1.1	0.8	56*	24	15
c1ccc(CN(Cc2ccco2)C(c2ccncc2)c2nnnn2C2CCCC2)cc1 (stereo not given)	-3	-4	0.8	3	8	1702	-3.2	1	-26	95*	-2
CS(=O)(=O)NCCSCc1ccc(Cl)cc1	-2	4	-1.0	5	-8	1341	.	1	.	2	1

Additional compounds.
SMILES	PPARg SRC-3 ag	PPARg SRC-2 ag	DTT redox prof	TLR4 MyD88 comp	PPARg SRC-1 ag	TR-FRET SRC-2 ct	ROMK primary	bIAP act	S1P3 antag	Lmaj promast	bIAP inhibitor
CCCC1=NN2C(=N)/C(=C\c3cc(C)n(-c4cc(C)cc(C)c4)c3C)C(=O)N=C2S1	-2	-6	0.0	8	-6	1580	0.35	0.9	-7	45	11
Cc1cc(C)c(C#N)c(SCc2nc3ccccc3c(=O)[nH]2)n1	2	6	0.4	14	8	1598	-0.12	1.1	10	18	-8
CCOc1ccc(C)cc1S(=O)(=O)Nc1cccnc1	-5	1	2.5	-6	-7	1455	-0.053	.	8	-1	.
CCN(CC)S(=O)(=O)c1cc(C(=O)Nc2ccccc2C(=O)O)ccc1OC	9	-1	0.4	-15	1	1671	-0.037	1	-38	-8	4
CC/C(=N\NC(=O)CSCc1ccccc1Cl)c1ccc2c(c1)OCCO2	-2	11	-0.5	-4	3	1736	0.042	1.1	-29	-6	-13
CCCOc1ccc(CNC(=S)N/N=C/c2ccc([N+](=O)[O-])cc2)cc1	-1	3	0.0	-2	-11	1478	-1.2	0.9	.	8	6
COC(=O)CNC(=O)COC(=O)c1cc(Cl)cc(Cl)c1N	5	8	1.1	-14	8	1648	.	1.1	8	-1	-10
O=C(NCCN1CCN(c2ccccc2F)CC1)C1c2ccccc2C(=O)N2CCc3ccccc3C12 (stereo not given)	-6	-6	-1.0	-7	-3	1418	.	1.1	7	21	-6
CC1CCN(C(=O)CNC(=O)Cn2ccc3ccccc3c2=O)CC1	10	6	-0.6	-10	2	1626	.	0.9	-45	-8	8
COC1(OC)N=C(NC(=O)Nc2ccccc2)C2(C#N)C(c3ccccc3)C12C#N (stereo not given)	-5	15	1.8	-5	12	1606	.	0.9	-30	-6	8
COC(=O)CC(NS(=O)(=O)c1cccs1)c1ccccc1Cl (stereo not given)	4	4	-0.3	1	4	1607	.	1	.	-3	-3
CCCOc1ccc(C(C)=O)cc1CSc1nc(O)cc(=O)[nH]1	3	4	0.4	-14	9	1642	0.63	1	.	-4	-3
N#C/C(=C/c1ccc([N+](=O)[O-])cc1)C(N)=O	-1	1	-2.0	3	9	1443	-3.7*	0.9	-39	-3	6
O=C(c1ccc2c(c1)OCO2)N(Cc1cccs1)C1(C(=O)NC2CCCCC2)CCCCC1	5	4	-0.6	9	-2	1602	-1.8	1.6	10	31	-61
COc1cccc(N2CCN(C(=O)CCCCCNc3nc(=S)[nH]c4ccccc34)CC2)c1	1	1	-0.7	6	10	1627	-1.4	1.1	24	74*	-5

No enrichment for hits; 11% or so of the library scored in one or more.
